Screening results from PubChem.
PTPN22 act: LYP (human) phosphatase activation; recombinant LYP, DiFMUP fluorescence; 0 = plate median, 100 = signal doubled; 96,000 tested, 0.11% active; activation, % at 2 µM; Q9Y2R2; AID 697;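 active = activation at 2 µM above a set limit, the mean plus 5 SD, cut at about 37% in these data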
Target sequence (Q9Y2R2 whole entry, looked up): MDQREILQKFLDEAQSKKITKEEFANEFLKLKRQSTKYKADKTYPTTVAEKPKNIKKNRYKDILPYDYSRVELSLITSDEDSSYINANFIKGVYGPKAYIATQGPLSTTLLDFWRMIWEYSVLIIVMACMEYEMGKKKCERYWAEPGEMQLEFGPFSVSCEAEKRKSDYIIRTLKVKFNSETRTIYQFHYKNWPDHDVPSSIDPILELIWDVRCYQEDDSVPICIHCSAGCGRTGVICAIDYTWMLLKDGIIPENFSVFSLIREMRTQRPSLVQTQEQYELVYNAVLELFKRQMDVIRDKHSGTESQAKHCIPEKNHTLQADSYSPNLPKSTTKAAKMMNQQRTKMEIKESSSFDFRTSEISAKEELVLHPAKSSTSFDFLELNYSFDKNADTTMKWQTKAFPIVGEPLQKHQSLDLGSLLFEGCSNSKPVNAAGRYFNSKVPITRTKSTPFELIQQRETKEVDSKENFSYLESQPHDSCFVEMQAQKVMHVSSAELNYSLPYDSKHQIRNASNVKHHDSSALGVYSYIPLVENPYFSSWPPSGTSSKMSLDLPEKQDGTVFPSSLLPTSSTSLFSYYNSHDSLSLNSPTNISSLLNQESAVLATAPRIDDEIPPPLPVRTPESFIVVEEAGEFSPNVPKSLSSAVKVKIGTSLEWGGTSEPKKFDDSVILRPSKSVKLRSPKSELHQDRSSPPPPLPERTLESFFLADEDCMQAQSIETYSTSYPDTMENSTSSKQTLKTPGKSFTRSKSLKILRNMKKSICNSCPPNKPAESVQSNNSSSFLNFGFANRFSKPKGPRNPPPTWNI
Rev-RRE block: HIV Rev-RRE protein-RNA interaction inhibition; P05866; Rev peptide-RRE RNA binding, FRET; inhibition, % at 8 µM; 97,000 tested, 0.79% active;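 active = inhibition above the screen-wide mean plus 3 SD, cut at about 35% in these data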;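 also: 0% = median DMSO wells and 100% = median Neomycin B control wells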
Target sequence (P05866 whole entry, looked up): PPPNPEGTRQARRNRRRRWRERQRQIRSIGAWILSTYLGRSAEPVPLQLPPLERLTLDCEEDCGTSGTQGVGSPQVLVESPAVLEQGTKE
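Assay system: Rev peptide and RRE RNA, both fluorescently labelled; times: 5 min preincubation and 15 min binding, 25 °C; detection: FRET, ex 480 nm, em 540 and 671 nm; read-out basis: % inhibition from 671/540 nm acceptor-to-donor ratio, scaled between controls; benchmarks: DMSO low control, neomycin B high control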
Plk1 PBD FP: blocks phosphopeptide binding to human Plk1 polo box domain; Plk1 PBD phosphopeptide binding, fluorescence polarization; inhibition, %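 (tested at about 20 µM)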; 97,000 tested, 0.13% active; in the data active = inhibition above about 34%, passing the limit was not always enough
PTPN22 inh 2: inhibitors of human LYP (PTPN22) phosphatase. Q9Y2R2. AID 640. inhibition, % at 2 µM. recombinant LYP catalytic domain, DiFMUP fluorescence. 96,000 tested, 0.21% active;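 active = inhibition at 2 µM at or above a set limit, the screen mean plus 3 SD, cut at about 24% in these data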;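 also: 0% = DMSO with enzyme and 100% = enzyme fully blocked by orthovanadate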
PLK1 inh: blocks human PLK1 kinase activity | recombinant PLK1 kinase, TR-FRET peptide phosphorylation | inhibition, % at 10 µM | 97,000 tested, 0.53% active | AID 619;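 active = inhibition of 50% or more in the single-concentration screen; inactive = inhibition below 50%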;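 also: 0% = DMSO max control and 100% = H-89 dihydrochloride min control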
EphB4 ephrin blk: EphB4-ephrin-B2 interaction antagonism; 97,000 tested, 0.15% active; EphB4 LBD / TNYL-RAW-Alexa532 peptide, fluorescence polarization; inhibition, % at 7 µM; P54760;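 active = inhibition above the screen-wide mean inhibition plus 3 SD, cut at about 15% in these data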;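 also: 0% = DMSO wells and 100% = excess unlabeled TNYL-RAW peptide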
PTK2B oligo ant: antagonists of human Pyk2 oligomerization; Q14289; Q293 cells, Pyk2 FERM NanoBiT luminescence; stronger effect = lower value; z-score (the deposit names both 25 µM and 10 µM); 99,000 tested, 0.83% active;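 active = Z-score of -3 or lower, scaled per plate to the spread of control and sample wells; inactive = z-score above -3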;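 also: negative z-score means lost luminescence so less FERM oligomerization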
FAK inh: FAK (human) kinase inhibition | Q05397 | biochemical FAK kinase activity assay | inhibition, %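 (tested at 7 µM)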 | 97,000 tested, 0.84% active; in the data active = inhibition above about 19%;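 also: 0% = DMSO and 100% = reference compound high control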
F-actin modifier: alters cytoskeleton assembly in HUVEC cells; 91,000 tested, 0.18% active; inhibition, % at 2 µM; HUVEC TNFa F-actin phalloidin imaging, high content;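 active = inhibition above the batch mean plus 3 SD and confirmed as a hit by visual image inspection, cut at about 30% in these data, passing the limit was not always enough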; also: strong numbers were not always called active
* hit, by the source's call; / = not tested or not shown.

PTPN22 act	Rev-RRE block	Plk1 PBD FP	PTPN22 inh 2	PLK1 inh	EphB4 ephrin blk	PTK2B oligo ant	FAK inh	Compound	F-actin modifier
0	5	-12	-2	0	-9	0.29	-3	CCc1c(C)n([O-])c2c([n+]1=O)CCCCC2	7
6	-2	-25	-8	-14	-4	1.8	-2	CCOc1cc(C(=O)Nc2cc(=O)n(C)c(=O)n2C)cc(OCC)c1OCC	-19
-19	7	-7	20	-13	3	-0.45	3	O=C(O)c1cccc(NC(=O)C2C3C=CC(C3)C2C(=O)O)c1 (stereo not given)	/
4	5	-14	-1	-3	3	-2	8	COCCCn1c(SCc2ccccc2)nc2cc(OC)c(OC)cc2c1=N	3
15	6	12	-18	-6	-1	0.6	0	O=C(CCN1CCc2ccccc2C1)Nc1ccccc1	-5
-4	10	-6	6	-4	2	0.22	7	CCCCCCCCn1cc(C(C)=O)c(=O)[nH]c1=O	16
-2	2	-9	1	-16	10	-0.81	1	COc1ccc(-c2cc(C(F)(F)F)n3nc(C(=O)NCc4ccco4)cc3n2)cc1OC	-14
-2	3	-17	-1	-1	-5	0.29	-2	CCn1c(SCC(=O)c2cc(OC)ccc2OC)nnc1C1CC1	-28
-8	11	16	6	-12	5	0.18	0	Cc1ccc(C)c(NC(=S)NNC(=O)c2ccco2)c1	-6
-6	4	41	6	-11	0	-1.6	0	Cc1cc(C)cc(N2C(=O)CC(N(C(=O)c3ccco3)c3cc(C)cc(C)c3)C2=O)c1 (stereo not given)	-2
2	2	-11	-2	-7	-2	1.7	2	CCOC(=O)c1c(C)nn(Cc2ccccc2)c1N	6
3	10	17	-2	-16	0	-0.72	-2	C=CCSc1nnc(NC(=O)c2ccc(Cl)nc2)s1	-2
-4	15	-8	2	-14	1	-1.4	1	COc1cc(NS(=O)(=O)c2cc(C)ccc2OC)c(OC)cc1Cl	5
-4	-1	27	4	-15	-2	0.01	-2	COc1ccc(NC(C)=O)cc1NC(=O)CSc1nc2ncccc2[nH]1	0
-2	2	2	-2	-15	-6	0.74	2	COCCNc1nc2c(c(=O)n(Cc3ccc(OC)cc3)c(=O)n2C)n1C	4
6	11	-8	-8	-7	6	1.4	0	Cc1ccc(-n2c(=O)c(C#N)cc3c(=O)n4cccc(C)c4nc32)cc1	6
-11	8	8	10	35	4	-0.58	3	CCOC(=O)CC(=O)CSc1ccc2nnc(-c3cccc(F)c3)n2n1	13
-10	2	7	10	-3	-5	0.96	1	CCNc1nc(NCC)nc(Nn2cnnc2)n1	-15
-3	4	-12	2	-4	11	1.3	-1	COc1cccc(C(=O)Nc2ccccc2N2CCCC2)c1	-12
-4	5	22	4	-6	2	0.52	0	COc1ccc(S(=O)(=O)N(C)CC(=O)NCc2cccnc2)cc1Cl	15
1	6	-2	-2	-1	0	-0.55	-2	CCOc1ccc(N=C2C(=O)N(CN3CCOCC3)c3ccccc32)cc1	6
-1	5	-5	0	-3	0	0.3	-2	CCOc1cc(C2c3c(oc4cc(C)c(Cl)cc4c3=O)C(=O)N2Cc2ccco2)ccc1O (stereo not given)	7
2	6	-12	-3	-12	2	-0.12	2	O=c1[nH]c(N2CCc3ccccc3C2)nc2c1CCC2	/
0	18	-27	0	-5	3	-0.22	-1	CCOC(=O)Cc1csc(NC(=O)c2cc3c(s2)CCCC3)n1	-14
-8	3	-7	10	-13	-4	-0.84	-11	CC(C)(C)C(=O)Nc1ccc(C(=O)N/N=C/c2ccccc2OC(=O)c2ccccc2)cc1	14
9	5	-5	-13	-13	10	0.02	-1	CCOC(=O)CN(C(=O)CNC(=O)c1ccco1)C(C(=O)NC1CCCCC1)c1cccs1 (stereo not given)	0
-1	9	6	-2	3	2	-0.15	1	O=C(O)COc1ccc(=O)n(-c2ccccc2)n1	-3
10	-1	-12	-12	-5	-2	1.1	-5	Brc1ccc(OCCOCCN2CCOCC2)cc1	-6
-6	2	-12	9	-19	-10	0.57	-1	Cc1ccc(NC(=S)N2CCOCC2)c(C)c1	-10
-8	0	5	10	0	0	-0.28	0	CCNC(=O)n1nccc1C(C)Oc1ccc(Cl)cc1 (stereo not given)	-9
-4	7	-3	4	-4	5	-0.07	2	CCC(C)Sc1nc2ccccc2c(=O)[nH]1 (stereo not given)	-4
-2	4	6	6	-11	8	-0.98	2	Cc1occc1C(=O)NNC(=S)Nc1cccc([N+](=O)[O-])c1	-6
-2	5	13	2	-8	-5	0.02	-1	C=CCn1c(SCC(=O)NCc2ccco2)nc2sc(C)c(C)c2c1=O	-1
1	5	-11	-3	-5	-5	0.95	-3	O=C(CN1CCN(c2ccccc2)CC1)Nc1nnc(-c2ccccc2)s1	-33
-6	1	-13	8	1	0	-1.2	-3	CCCCCCCC(=O)NC(Nc1ccccc1OC)C(Cl)(Cl)Cl (stereo not given)	3
3	3	-5	1	-19	5	-0.22	-3	CCCC(=O)Nc1ccc(C(=O)N2CCCC2)cc1	-2
-2	1	-17	1	3	1	0.38	7	COC(=O)NCC(C)OC(=O)Nc1cccc(Cl)c1 (stereo not given)	/
2	19	23	0	-8	5	-1.1	-3	O=C(Cc1ccccc1)NC(NC(=S)Nc1cc(Cl)ccc1Cl)C(Cl)(Cl)Cl (stereo not given)	16
12	5	-15	-21	-6	10	-2	1	Cc1c(NC(=O)CN2C(=O)c3ccccc3S2(=O)=O)c(=O)n(-c2ccccc2)n1C	9
4	0	-8	-8	-3	1	/	-8	COc1ccc(-c2nnc(NC(=O)c3cc(Cl)ccc3Cl)o2)cc1	25
-10	3	6	6	-11	6	0.22	-1	COC(=O)c1ccc(N/C(C)=C/C(=O)c2ccc(C)o2)cc1	17
10	3	-30	-8	-15	-1	0.89	4	O=C(Oc1cccc(-c2cnc3ccccc3n2)c1)c1ccco1	-15
4	0	3	0	-1	5	0.7	2	Cc1cc2ccccc2c(=O)n1CC(=O)N1CCN(c2cccc(Cl)c2)CC1	/
-3	5	-23	3	-18	7	0.32	0	COC(=O)c1ccccc1NC(=O)COC(=O)c1ccco1	-12
2	1	-2	-3	-11	-8	0.1	0	CCc1cccc(C)c1NC(=O)c1cc(C)oc1C	-18
12	1	-16	-8	0	3	-1.9	0	O=C(Nc1nc(-c2ccc(Cl)s2)cs1)c1ccccc1	/
-4	11	6	7	-7	4	-2.3	2	O=[N+]([O-])c1cccc(/C=N/Nc2cc(Cl)nc(-c3ccccc3)n2)c1	-7
1	6	-2	-4	-3	-7	-0.27	1	COc1ccc(CNC(=O)CCc2c(C)nc3ncnn3c2C)cc1	-24
-3	7	-8	6	-5	1	0.46	0	CC(=O)OCc1c(COC(C)=O)[n+](=O)c2ccccc2n1[O-]	31
11	0	-12	-12	-6	3	-0.13	0	O=C(Nc1nnc(-c2ccncc2)s1)C1CCCO1 (stereo not given)	-4
10	5	-7	-8	-3	-3	-1.3	0	O=[N+]([O-])c1ccccc1N/N=C/c1cc2ccccc2nc1Cl	-5
3	-2	-5	1	-9	2	0.25	2	CC(C)=CCSc1nnc([C@@H](NC(=O)OC(C)(C)C)C(C)C)o1	26
-5	7	27	9	-21	2	0.21	-1	CC(c1ccccc1)C1CC(=O)N(Cc2ccco2)C1=O (stereo not given)	-33
-8	0	-18	8	-2	1	-0.6	1	CC(=O)N(Cc1ccco1)C1(C(=O)NC2CCCCC2)CCCCC1	25
-6	1	16	10	-13	2	0.08	3	COc1ccccc1CC(=O)O/N=C(\N)c1cccc([N+](=O)[O-])c1	-8
-2	3	2	3	-10	-9	-0.3	-1	CCOC(=O)C1CCN(C(=O)/C=C/c2ccccc2OC)CC1	/

The closing two records of the section above come first, to join the parts.
PTPN22 act	Rev-RRE block	Plk1 PBD FP	PTPN22 inh 2	PLK1 inh	EphB4 ephrin blk	PTK2B oligo ant	FAK inh	Compound	F-actin modifier
-6	1	16	10	-13	2	0.08	3	COc1ccccc1CC(=O)O/N=C(\N)c1cccc([N+](=O)[O-])c1	-8
-2	3	2	3	-10	-9	-0.3	-1	CCOC(=O)C1CCN(C(=O)/C=C/c2ccccc2OC)CC1	/
-11	0	38	10	-14	-1	-0.5	-6	CCCCn1c(SCC(=O)Nc2cccc(C)n2)nnc1-c1ccco1	5
-4	3	6	3	1	6	0.14	0	CC1CCCCN1C(=O)Cn1cc(C(=O)c2ccco2)c2ccccc21 (stereo not given)	-1
-3	7	-32	2	3	4	/	-2	COc1cccc(N2C(=O)C3CCCN3C2c2ccc(N(C)C)cc2)c1 (stereo not given)	25
-12	10	-2	11	-8	-4	0.05	1	Cn1nc([N+](=O)[O-])nc1Oc1ccccc1N	0
-1	-5	1	5	0	5	1.2	2	CC(OC(=O)c1nsc(Cl)c1Cl)C(=O)NCc1ccc2c(c1)OCO2 (stereo not given)	7
-2	4	21	2	-9	-3	-0.32	1	CCc1nnc(NC(=O)CSc2nnc(-c3c[nH]c4ccccc34)n2CCOC)s1	-26
-8	1	17	7	-10	4	-0.13	7	Oc1ccccc1C1Nc2cccc3cccc(c23)N1	8
8	-3	-10	-4	-13	-11	0.52	-1	C=CCn1c(SCc2c(C)noc2C)nc2sc3c(c2c1=O)CCCC3	-13
-3	7	-38	6	-22	3	1.7	-4	O=C(O)c1sccc1SCc1ccc(Cl)c(Cl)c1	17
5	2	10	-2	1	1	0.08	-8	O=C1C2C3C=CC(C3)C2C(=O)N1Cc1cccnc1 (stereo not given)	11
-3	0	-41	9	-8	4	0.16	0	COc1ccnc(NCc2cccnc2)c1C#N	23
-6	4	8	10	-9	-5	0.83	-2	COC(=O)CC1=C(C(=O)OC)C(c2cc(OC)c(OC)cc2OC)C(C#N)=C(N)O1 (stereo not given)	-19
1	2	-21	2	-6	-7	-0.54	2	C=CCN1C(=O)CN=C1Nc1ccccc1	-5
6	2	-35	-10	-14	-2	-0.03	2	Nn1c(SCC(=O)Nc2ccc(Oc3ccccc3)cc2)nnc1C1CC1	9
9	1	-11	-5	-10	-8	-2.5	-17	COc1ccc(-n2c3c(c(=O)[nH]c2=O)C(C(F)(F)F)(C(F)(F)F)N=C(CC(C)C)N3)cc1	-23
4	0	-7	-7	-4	-6	-0.47	0	Clc1ccc(-c2csc(NNC3=NCCCCC3)n2)cc1	-18

3 consecutive entries out of the list so far, for reference:
PTPN22 act	Rev-RRE block	Plk1 PBD FP	PTPN22 inh 2	PLK1 inh	EphB4 ephrin blk	PTK2B oligo ant	FAK inh	Compound	F-actin modifier
6	2	-35	-10	-14	-2	-0.03	2	Nn1c(SCC(=O)Nc2ccc(Oc3ccccc3)cc2)nnc1C1CC1	9
9	1	-11	-5	-10	-8	-2.5	-17	COc1ccc(-n2c3c(c(=O)[nH]c2=O)C(C(F)(F)F)(C(F)(F)F)N=C(CC(C)C)N3)cc1	-23
4	0	-7	-7	-4	-6	-0.47	0	Clc1ccc(-c2csc(NNC3=NCCCCC3)n2)cc1	-18

Next compounds.
PTPN22 act	Rev-RRE block	Plk1 PBD FP	PTPN22 inh 2	PLK1 inh	EphB4 ephrin blk	PTK2B oligo ant	FAK inh	Compound	F-actin modifier
-6	6	-12	5	-9	3	1.8	0	O=C(COc1ccc(Cl)cc1Br)N1CCN(c2ccccc2)CC1	31
1	14	-20	-3	3	-1	/	15	CCOC(=O)c1cccc(NC2c3ccccc3C(=O)N2Cc2ccco2)c1 (stereo not given)	11
11	11	9	-12	-6	4	0.75	0	O=C(O)CCCc1nc2ccccc2s1	/
6	7	-12	-10	-16	-2	-0.86	0	C/C(=N\OC(=O)NC(C)C)c1sc(-c2ccccc2)nc1C	-5
0	10	-10	-3	-5	-3	1.6	7	Fc1ccc(-c2nnc(CSc3nnc(-c4ccc5c(c4)OCO5)o3)o2)cc1	-1
-2	4	8	0	-8	3	1.3	2	Cc1c(N2C(=O)SC(CC(=O)O)C2=O)c(=O)n(-c2ccccc2)n1C (stereo not given)	21

Copied from the list.
In FAK inh, `O=C(COc1ccc(Cl)cc1Br)N1CCN(c2ccccc2)CC1` shows 0
In FAK inh, `C/C(=N\OC(=O)NC(C)C)c1sc(-c2ccccc2)nc1C` shows 0
